GoLoco inh red – blocks human Gai1 binding to RGS12 GoLoco peptide, red readout. P63096. Potency, µM (series often up to 61.6 µM), inactives show at the top dose activity, negative = inhibition, actives largely listed as inhibitors. Gai1:RGS12 GoLoco peptide FP, rhodamine, 10 min. 230,000 compounds, 0.44% hits; active means well fitted inhibition curve with a large enough effect, not every such curve was filed as active; inactive means no such curve, though single readings can be large or run the other way; further: on the % scale 0 is the no-effect control and ±100 the full control effect; nearly all actives have a fitted effect of over 30% in size; many of its hits are not listed in these tables
Target sequence (P63096 whole entry, looked up): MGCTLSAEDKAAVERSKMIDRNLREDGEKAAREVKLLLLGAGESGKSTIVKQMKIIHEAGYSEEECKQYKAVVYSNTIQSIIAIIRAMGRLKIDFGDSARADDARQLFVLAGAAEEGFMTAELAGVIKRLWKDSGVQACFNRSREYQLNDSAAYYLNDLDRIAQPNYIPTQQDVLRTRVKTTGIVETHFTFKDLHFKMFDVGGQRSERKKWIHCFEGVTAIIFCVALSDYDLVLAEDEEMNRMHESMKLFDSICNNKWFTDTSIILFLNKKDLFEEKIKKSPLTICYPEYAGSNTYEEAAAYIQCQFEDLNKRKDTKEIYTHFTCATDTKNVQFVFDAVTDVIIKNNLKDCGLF
JMJD2E inh – inhibitors of human JMJD2E histone demethylase; B2RXH2; JMJD2E catalytic domain, FDH-coupled NADH fluorescence (FDH is formaldehyde dehydrogenase); Potency, µM (series often up to 57.1 µM), for inactives: at the top dose activity change, negative = inhibition, most hits filed as inhibitors; 230,000 compounds, 1.6% hits; AID 2147; active means well fitted inhibition curve with a large enough effect, not every such curve was filed as active; inconclusive means small, poorly fitted or top-dose-only effect, or another doubt; inactive means no such curve, though single readings can be large or run the other way;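 further: 0% = wells with enzyme and -100% = buffer wells without enzyme; nearly all actives have a fitted effect of over 50% in size; many of its hits are not listed in these tables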
NPSR antagonist – blocks cAMP signaling of the human neuropeptide S receptor. CHO-NPSR cells, cAMP TR-FRET, antagonist mode. Potency, µM (highest dose often 38.3 µM), for the others: at the top dose activity change, negative = inhibition, most hits filed as inhibitors. 220,000 compounds, 1% hits. AID 1461; further: on the % scale 0 is the no-effect control and ±100 the full control effect; nearly all actives have a fitted effect of over 50% in size; many of its hits are not listed in these tables
KinaseGlo FLuc – blocks Kinase-Glo luciferase, a counter-screen artifact; Q27757; Kinase-Glo luciferase, ATP luminescence, 8 min; Potency, µM (doses to about 38.3 µM), inactives show top-dose activity change, negative = inhibition, usual class: inhibitors; 200,000 compounds, 0.28% hits; further: on the % scale 0 is the no-effect control and ±100 the full control effect; nearly all actives have a fitted effect of over 60% in size
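Light output from Kinase-Glo luciferase with luciferin and 10 uM ATP in 50 mM imidazole pH 7.2, KCl, MgCl2, Tween 20, BSA; compound pin-delivered, 8-min ambient incubation, then luminescence read.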
IMPase Li inh – cell-permeable IMPase inhibitors with lithium potentiation. 210,000 compounds, 0.35% hits. Potency, µM (doses to about 59.4 µM), inactives show at the highest dose activity, negative = IMPase inhibition, hits mostly inhibitors. AID 1457. CHO-M1 cells, IP1 TR-FRET (IP-One), carbachol + lithium;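 further: IP1 builds up when IMPase is blocked and the TR-FRET signal falls; plate controls were basal vehicle for no effect and high inhibitor control for full effect; nearly all actives have a fitted effect of over 50% in size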
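Lithium-sensitised IP1 accumulation assay; M1-expressing CHO cells treated 30 min at 37C with compound. Competitive antibody detection by time-resolved FRET followed a 10 min room-temperature lysis step.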
RECQ1 inh – RECQ1 (human) helicase inhibition | RECQ1 DNA unwinding, red fluorescence kinetic read | Potency, µM (titrated, usually from 57.3 µM), without a hit: at the highest dose activity, negative = inhibition, actives largely listed as inhibitors | 240,000 compounds, 0.54% hits | AID 2549;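 further: plate controls were vehicle for no effect and no enzyme for full effect; nearly all actives have a fitted effect of over 30% in size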
Target sequence (P46063 whole entry, looked up): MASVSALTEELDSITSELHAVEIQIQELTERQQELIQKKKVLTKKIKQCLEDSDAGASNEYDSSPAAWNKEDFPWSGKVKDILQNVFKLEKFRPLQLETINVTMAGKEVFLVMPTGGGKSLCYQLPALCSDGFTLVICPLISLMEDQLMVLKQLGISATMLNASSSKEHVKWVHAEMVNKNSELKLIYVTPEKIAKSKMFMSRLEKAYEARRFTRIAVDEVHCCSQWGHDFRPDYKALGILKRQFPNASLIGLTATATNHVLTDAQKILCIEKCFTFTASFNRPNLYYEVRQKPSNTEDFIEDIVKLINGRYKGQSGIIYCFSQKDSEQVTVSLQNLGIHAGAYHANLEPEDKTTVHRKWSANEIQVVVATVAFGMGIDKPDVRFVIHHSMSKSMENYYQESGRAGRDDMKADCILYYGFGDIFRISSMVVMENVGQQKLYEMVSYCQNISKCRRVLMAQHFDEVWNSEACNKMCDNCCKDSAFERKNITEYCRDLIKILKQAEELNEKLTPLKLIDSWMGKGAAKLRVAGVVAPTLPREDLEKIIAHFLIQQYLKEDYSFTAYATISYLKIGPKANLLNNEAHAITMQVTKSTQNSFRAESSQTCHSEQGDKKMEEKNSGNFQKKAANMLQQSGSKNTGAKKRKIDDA
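50 nM RECQ1T1 preincubated 15 min with compound in Tris pH 8.0 buffer with MgCl2, DTT, Tween-20 and 2.5 ug/ml poly(dI-dC); started with 200 nM TAMRA/BHQ-2 forked duplex and 2 mM ATP. Unwinding read as fluorescence (525/598 nm), two reads 2 h apart.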
Epigenetic reg – regulators of epigenetic silencing causing reporter derepression in mouse cells; murine LDR cells, GFP reporter derepression, 30 h; Potency, µM (top dose mostly 53.9 µM), inactives show at the highest dose GFP activation, most hits filed as activators; 280,000 compounds, 0.2% hits; AID 1865; further: % of control where 0% means no effect; nearly all actives have a fitted effect of over 60% in size
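GFP-positive cell count by laser-scanning cytometry (objects 20–120 um) after 30 h, 37 C compound exposure of murine LDR cells; reporter is CMV-GFP integrated at a silenced locus, inducible by HDAC or DNMT inhibitors.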
SMN2 splice up – enhancers of SMN2 splice variant expression | HEK293 SMN2-luciferase splicing reporter, luminescence, 30-36 h | Potency, µM (highest dose often 46.1 µM), for inactives: top-dose activity change, positive = activation, most hits filed as activators | 210,000 compounds, 2.8% hits; further: % of control where 0% means no effect; nearly all actives have a fitted effect of over 55% in size
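qHTS luciferase splicing reporter: luminescence rises when SMN2 exon 7 is included in transfected HEK293 cells. Compound exposure lasted 30-36 h at 37C, with 4.5 mM final sodium butyrate as control, followed by a ONE-Glo read.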
The depositor's hits bear a star; [ ] = another dose, or the depositor's remark. Unless noted, the call rests on the fitted dose curve; in most records, active means well fitted curve in the direction sought with a large enough effect; inconclusive means small, poorly fitted or top-dose-only effect, or another doubt; inactive means no such curve, though single readings can be large; an effect the other way counts as inactive or inconclusive. Potency means the concentration at half of the fitted maximal effect. Some of the compounds tested, so the mix of outcomes need not match the whole.

`COc1cc2c(cc1OC)C(=S)NC(C)(C)C2` gave GoLoco inh red 11%, JMJD2E inh -10%, NPSR antagonist -2%[46.1 µM], KinaseGlo FLuc -4%, IMPase Li inh -20%[38.3 µM], RECQ1 inh -3%, Epigenetic reg -2.9% and SMN2 splice up 12%.
Screening C=CCn1c(=S)[nH]c2sccc2c1=O returned GoLoco inh red -4%, JMJD2E inh inconclusive, NPSR antagonist -17%, KinaseGlo FLuc 1%, IMPase Li inh -8%, RECQ1 inh 10%, Epigenetic reg -0.2% and SMN2 splice up -1%.
For Cc1ccccc1Nc1nc(N)nc(COC(=O)c2cccc(S(=O)(=O)N(C)C)c2)n1 the results were GoLoco inh red -7%, JMJD2E inh 6%, NPSR antagonist 20%, KinaseGlo FLuc 2%, IMPase Li inh 6%, RECQ1 inh inactive, Epigenetic reg 0.0% and SMN2 splice up 0%.
O=C(O)c1ccc(Sc2nnc(-c3cccc(Br)c3)o2)c([N+](=O)[O-])c1 was read as GoLoco inh red 5%, JMJD2E inh 2%, NPSR antagonist inconclusive, KinaseGlo FLuc -2%, IMPase Li inh 21%[38.3 µM], RECQ1 inh -13%, Epigenetic reg 0.1% and SMN2 splice up -5%.
CCc1ccc(-c2cn3c(n2)SCC3)cc1 was read as GoLoco inh red 5%, JMJD2E inh -24%, NPSR antagonist -3%, KinaseGlo FLuc -7%, IMPase Li inh 2%, RECQ1 inh 2% and Epigenetic reg 8.8%.
Cc1ccc(C(=O)N2CCN(Cc3ccc4c(c3)OCO4)CC2)cc1[N+](=O)[O-] was read as GoLoco inh red 23%, JMJD2E inh -5%, NPSR antagonist 6%, KinaseGlo FLuc 3%, IMPase Li inh 23%, RECQ1 inh 13%, Epigenetic reg -1.4% and SMN2 splice up -50%[inhibitor].
Cc1cc(C)n(CCNC(=O)CC2C(=O)NCCN2Cc2ccc(C)o2)n1 (stereo not given) was read as GoLoco inh red -2%, JMJD2E inh -8%, NPSR antagonist -21%, IMPase Li inh -1%, RECQ1 inh -9% and Epigenetic reg -0.2%.
For CCn1nc(C(=O)OCC(=O)c2cc(C)n(Cc3cccs3)c2C)c2ccccc2c1=O the results were GoLoco inh red 3%, JMJD2E inh inconclusive, NPSR antagonist -30%[46.1 µM], KinaseGlo FLuc -2%, IMPase Li inh 29%[38.3 µM], RECQ1 inh -6%, Epigenetic reg -1.1% and SMN2 splice up inconclusive.
For COc1ccccc1NC(=O)C1=C(C)Nc2nnnn2C1c1ccccn1 (stereo not given) the results were GoLoco inh red 3%, JMJD2E inh 3%, NPSR antagonist -12%[46.1 µM], KinaseGlo FLuc -3%, IMPase Li inh 25%[38.3 µM], RECQ1 inh -5%, Epigenetic reg -2.8% and SMN2 splice up 28%.
For CNC(=S)N1CCC(NC(=O)c2ccco2)CC1 the results were GoLoco inh red -3%, JMJD2E inh 2%, NPSR antagonist 4%, RECQ1 inh inactive and Epigenetic reg 2.2%.
`C=CCNc1sc(C(=O)c2ccc(C)cc2)c(N)c1C#N` gave GoLoco inh red 10%, NPSR antagonist -4%[46.1 µM], KinaseGlo FLuc -4%, IMPase Li inh -3%[38.3 µM], RECQ1 inh inactive, Epigenetic reg inconclusive and SMN2 splice up 1%.
For CCCCCCCCCCCCCCCC(=O)NC(C)C the results were GoLoco inh red 9%, JMJD2E inh 3%, KinaseGlo FLuc -3%, IMPase Li inh 4%, RECQ1 inh -5% and Epigenetic reg 0.3%.
For COc1ccc(OC)c2sc(NC(=O)c3ccc(Br)s3)nc12 the results were GoLoco inh red 7%, JMJD2E inh 3%, NPSR antagonist -13%[46.1 µM], KinaseGlo FLuc -1%, IMPase Li inh 21%[38.3 µM], RECQ1 inh -6%, Epigenetic reg 0.0% and SMN2 splice up 16%.
For CCCOc1ccc(-c2nc(OC)c3ccccc3n2)cc1 the results were GoLoco inh red 9%, JMJD2E inh inconclusive, NPSR antagonist -15%[46.1 µM], KinaseGlo FLuc -6%, IMPase Li inh 4%[38.3 µM], RECQ1 inh -6%, Epigenetic reg 2.3% and SMN2 splice up -10%.
Cn1nc([N+](=O)[O-])nc1Sc1nnnn1-c1cccc(C(=O)O)c1 was read as GoLoco inh red 2%, JMJD2E inh -14%, NPSR antagonist 14%, RECQ1 inh 7% and Epigenetic reg -4.1%.
Screening O=C(Nc1cccnc1)c1ccco1 returned GoLoco inh red -13%, JMJD2E inh -1%, NPSR antagonist -16%[46.1 µM], KinaseGlo FLuc 9%, IMPase Li inh 8%[38.3 µM], RECQ1 inh 1%, Epigenetic reg 2.0% and SMN2 splice up 8%.
Screening CCCCC(CCCC)=N/N=C/c1c(O)n(CC)c2cc(C3=NNC(=O)CC3)ccc12 returned GoLoco inh red 8%, JMJD2E inh inconclusive, NPSR antagonist -14%[46.1 µM], KinaseGlo FLuc -2%, IMPase Li inh -1%, RECQ1 inh 17%, Epigenetic reg 4.7% and SMN2 splice up 1%.
`CN1CCN(C(=O)/C(=C\c2cccs2)NC(=O)c2ccco2)CC1` gave GoLoco inh red 12%, JMJD2E inh 11%, NPSR antagonist 14%, KinaseGlo FLuc 2%, IMPase Li inh 6%, RECQ1 inh inactive, Epigenetic reg 0.0% and SMN2 splice up -4%.
For COc1ccc2c(=O)c3c(=O)n(Cc4ccco4)c(-c4ccco4)nc3oc2c1 the results were GoLoco inh red 14%, JMJD2E inh inconclusive, NPSR antagonist -18%[46.1 µM], KinaseGlo FLuc -10%, IMPase Li inh 10%[38.3 µM], RECQ1 inh 2%, Epigenetic reg -1.9% and SMN2 splice up -9%.
O=S(=O)(c1cccc2nsnc12)N1CCCC1 was read as GoLoco inh red 13%, JMJD2E inh -6%, NPSR antagonist -2%[46.1 µM], KinaseGlo FLuc -5%, IMPase Li inh 34%[activator][38.3 µM], RECQ1 inh -15%, Epigenetic reg -3.8% and SMN2 splice up -20%.
Screening Cc1ccnc(NS(=O)(=O)c2ccc(NS(=O)(=O)c3ccccc3)cc2)n1 returned GoLoco inh red 5%, JMJD2E inh 2%, NPSR antagonist -1%[46.1 µM], KinaseGlo FLuc 3%, IMPase Li inh -1%, RECQ1 inh inactive, Epigenetic reg -0.8% and SMN2 splice up -6%.
Screening Cc1ccc(CNC(=O)CCC2CCCN(Cc3c(C)nn(C(C)C)c3C)C2)o1 (stereo not given) returned GoLoco inh red 11%, JMJD2E inh -1%, NPSR antagonist -9%, KinaseGlo FLuc 0%, IMPase Li inh 16%, RECQ1 inh 18% and Epigenetic reg -2.8%.
For NC(=O)c1ccc(-c2ccc(Br)cc2)o1 the results were GoLoco inh red 2%, JMJD2E inh inconclusive, NPSR antagonist 21%[46.1 µM], KinaseGlo FLuc -2%, IMPase Li inh inconclusive, RECQ1 inh 1%, Epigenetic reg 0.7% and SMN2 splice up 3%.
Screening CCOC(=O)N1CCN(C(=O)c2ccc(C)c(S(=O)(=O)Nc3cccc(C)c3C)c2)CC1 returned GoLoco inh red 8%, JMJD2E inh 3%, NPSR antagonist -12%[46.1 µM], KinaseGlo FLuc 3%, IMPase Li inh 5%[38.3 µM], RECQ1 inh inactive, Epigenetic reg 0.0% and SMN2 splice up 8%.
`COC(=O)c1sc(SC)c(S(=O)(=O)C(C)C)c1N/N=C(\C#N)S(=O)(=O)c1ccccn1` gave GoLoco inh red 4%, JMJD2E inh -9%, NPSR antagonist -3%, RECQ1 inh -9% and Epigenetic reg -0.3%.
`N#CC1=C2N=C(N)c3c(sc4c3CCCCC4)N2C2=C(C(=O)CCC2)C1c1ccccc1` (stereo not given) gave GoLoco inh red 12%, JMJD2E inh -5%, NPSR antagonist -30%[46.1 µM], KinaseGlo FLuc 0%, IMPase Li inh -25%[38.3 µM], RECQ1 inh -12%, Epigenetic reg 0.8% and SMN2 splice up -19%.
Cc1noc(C)c1-c1cc(NC2CC2)ncn1 was read as GoLoco inh red 4%, JMJD2E inh -28%, KinaseGlo FLuc -4%, IMPase Li inh 4%, RECQ1 inh -3%, Epigenetic reg 2.2% and SMN2 splice up 15%.
COc1ccccc1N(C)S(=O)(=O)c1ccc(C(=O)NC2CCCCCC2)cc1 was read as GoLoco inh red 3%, JMJD2E inh -11%, NPSR antagonist -53%, RECQ1 inh inactive and Epigenetic reg 0.1%.
For C=CCOc1c2ccc(C(=O)NCCc3ccc(C)cc3)cc2nn1C the results were GoLoco inh red 1%, JMJD2E inh inconclusive, NPSR antagonist -4%[46.1 µM], KinaseGlo FLuc -5%, IMPase Li inh -12%[38.3 µM], RECQ1 inh 8%, Epigenetic reg 11% and SMN2 splice up -6%.
Cc1ccc(N2C(=O)CC2(C#N)c2ccc(OCc3ccccc3)cc2)cc1 (stereo not given) was read as GoLoco inh red 8%, JMJD2E inh -5%, NPSR antagonist -24%[46.1 µM], KinaseGlo FLuc 1%, IMPase Li inh 26%[38.3 µM], RECQ1 inh -9%, Epigenetic reg 0.8% and SMN2 splice up -6%.
`CCOc1ccc(C2Oc3nc(SC)nnc3-c3ccccc3N2C(C)=O)cc1OC` (stereo not given) gave GoLoco inh red -3%, JMJD2E inh -1%, NPSR antagonist inconclusive, KinaseGlo FLuc 2%, IMPase Li inh 23%[38.3 µM], RECQ1 inh inactive, Epigenetic reg -0.8% and SMN2 splice up -7%.
O=C(COC(=O)COc1ccc(Nc2ccccc2)cc1)NCc1ccco1 was read as JMJD2E inh 4%, NPSR antagonist -18%[46.1 µM], RECQ1 inh -8% and Epigenetic reg -0.2%.

Ordered by molecular weight (lowest first): part of the list above.
For CCCOc1ccc(-c2nc(OC)c3ccccc3n2)cc1 the results were GoLoco inh red 9%, JMJD2E inh inconclusive, NPSR antagonist -15%[46.1 µM], KinaseGlo FLuc -6%, IMPase Li inh 4%[38.3 µM], RECQ1 inh -6%, Epigenetic reg 2.3% and SMN2 splice up -10%.
Cc1cc(C)n(CCNC(=O)CC2C(=O)NCCN2Cc2ccc(C)o2)n1 (stereo not given) was read as GoLoco inh red -2%, JMJD2E inh -8%, NPSR antagonist -21%, IMPase Li inh -1%, RECQ1 inh -9% and Epigenetic reg -0.2%.
O=C(O)c1ccc(Sc2nnc(-c3cccc(Br)c3)o2)c([N+](=O)[O-])c1 was read as GoLoco inh red 5%, JMJD2E inh 2%, NPSR antagonist inconclusive, KinaseGlo FLuc -2%, IMPase Li inh 21%[38.3 µM], RECQ1 inh -13%, Epigenetic reg 0.1% and SMN2 splice up -5%.

High-throughput results as filed in PubChem BioAssay.
